Bioassay records as filed in PubChem.
proCasp3 act = procaspase-3 (human) activation. activation, % at 8.5 µM. 330,000 compounds, 0.11% hits. AID 463141. recombinant procaspase-3 D3A, Ac-DEVD-pNA absorbance 405 nm;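 active = activation above the mean of all tested compounds plus 3 SD, cut at about 21% in these data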;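 note: 0% = DMSO alone and 100% = DMSO wells spiked with extra 5 µM PC-3 D3A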
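Technique: 405 nm absorbance of p-nitroaniline, reads at 0 and 120 min; Test system: Procaspase-3 D3A mutant; Incubation: 1 h enzyme-compound preincubation, then 2 h substrate reaction, 25 °C; Repeats: singlicate, each compound tested once; Benchmarks: low control DMSO wells, high control DMSO plus 5 µM PC-3 D3A.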
PP5 inh = blocks human protein phosphatase 5 activity; P53041; purified PP5c, OMFP substrate fluorescence; inhibition, % at 6.7 µM; 320,000 compounds, 0.18% hits; AID 1987;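 active = inhibition above the campaign's mean inhibition across all tested compounds plus 3 SD, cut at about 9.5% in these data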;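 note: 0% = DMSO only and 100% = 100 µM cantharidin control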
procasp7 counter = activates human procaspase-7, counter-screen for procaspase-3 activators. 330,000 compounds, 0.093% hits. activation, % at 8.5 µM. recombinant procaspase-7, Ac-DEVD-pNA absorbance 405 nm; D23A/D198A/D206A triple mutant, cannot self-cleave; scale: DMSO 0, 5 µM enzyme 100;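 active = percent activation above the screen-wide mean plus 3 SD, cut at about 25% in these data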
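Test system: Procaspase-7 triple mutant (PC-7 D3A). Also added: Ac-DEVD-pNA substrate, 400 µM as added. Schedule: 1 h enzyme–compound preincubation and 2 h substrate reaction, both 25 °C. Signal: p-Nitroaniline absorbance at 405 nm, read at 0 and 120 min. Control set: low DMSO alone, high DMSO plus 5 µM PC-7.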
HCV core dimer = blocks dimerization of HCV core protein; inhibition, % at 5 µM; TR-FRET GST/Flag-core106 dimerization, 1536-well; 300,000 compounds, 0.33% hits;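 active = inhibition above the mean of all tested compounds plus 3 SD, set per screening campaign, cut at about 45% in these data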
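Assay system: GST-tagged and Flag-tagged HCV core protein residues 1-106 / Times: compound-protein-antibody incubation 4 h at 22.5 °C / Signal: time-resolved FRET, ex 340 nm, em 617 and 671 nm / Evaluation: % inhibition based on acceptor/donor emission ratio / Benchmarks: wells lacking GST-core106 and wells with excess unlabelled core106 / Repeats: singlicate, one well per compound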
Efflux pump inh = blocks antifungal efflux pumps in multiplex yeast assay | inhibition, % at 10 µM | AID 485275 | 330,000 compounds, 0.44% hits | S. cerevisiae Candida pump triplex, Nile Red efflux;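 active = plate passing quality check with inhibition over a set limit, or well fluorescence over plate mean plus 4 SD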;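 note: Nile Red retained in pooled yeast measured as flow cytometry median fluorescence; 0% = buffer negative control and 100% = Enniatin B positive control; higher means more Nile Red kept so more efflux inhibition; some compounds called inactive have numbers as strong as hits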
PP1 inh = blocks human PP1-alpha phosphatase, a PP5 counter-screen. P62136. purified PP1alpha, OMFP fluorescence. inhibition, % at 6.7 µM. 320,000 compounds, 0.9% hits. AID 2235;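 active = inhibition above the mean inhibition of all tested compounds plus 3 SD, computed separately for each screening campaign, cut at about 15% in these data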
Target sequence (P62136 whole entry, looked up): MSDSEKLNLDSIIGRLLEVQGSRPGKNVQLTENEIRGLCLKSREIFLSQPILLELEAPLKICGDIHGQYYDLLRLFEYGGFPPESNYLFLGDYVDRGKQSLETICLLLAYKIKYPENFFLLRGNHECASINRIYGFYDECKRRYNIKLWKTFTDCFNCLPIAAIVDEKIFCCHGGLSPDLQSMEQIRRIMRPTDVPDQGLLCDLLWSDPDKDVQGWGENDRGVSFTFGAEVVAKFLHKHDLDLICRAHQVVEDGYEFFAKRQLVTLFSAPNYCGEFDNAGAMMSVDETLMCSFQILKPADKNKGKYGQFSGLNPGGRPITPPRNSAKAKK
Fh CTSL1 inh = counter-screen for PFM18AAP inhibitors: inhibitors of F. hepatica cathepsin L1. 300,000 compounds, 0.49% hits. recombinant F. hepatica cathepsin L1, Z-Leu-Arg-MCA fluorescence. AID 1906. inhibition, % at 5.96 µM;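 active = inhibition above the mean of all tested compounds plus 3 SD, set per screening campaign, cut at about 17% in these data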;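 note: 0% = plate median of test compound wells and 100% = 1 µM Z-Phe-Ala-diazomethylketone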
GASC-1 inh = inhibitors of human GASC-1 (JMJD2C) demethylase. Q9H3R0. GST-JMJD2C(1-420) H3K9me3 demethylation, DELFIA europium. inhibition, % at 2.35 µM. 330,000 compounds, 0.069% hits;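 active = more than half of a compound's replicate wells show inhibition beyond 50%, single wells judged on their own value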;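 note: signal counts dimethyl H3K9 product captured on neutravidin plate; 0% = median of DMSO wells and 100% = 0.3 times that DMSO median; strong numbers were not always called active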
Target sequence (Q9H3R0 1-420 limits assumed): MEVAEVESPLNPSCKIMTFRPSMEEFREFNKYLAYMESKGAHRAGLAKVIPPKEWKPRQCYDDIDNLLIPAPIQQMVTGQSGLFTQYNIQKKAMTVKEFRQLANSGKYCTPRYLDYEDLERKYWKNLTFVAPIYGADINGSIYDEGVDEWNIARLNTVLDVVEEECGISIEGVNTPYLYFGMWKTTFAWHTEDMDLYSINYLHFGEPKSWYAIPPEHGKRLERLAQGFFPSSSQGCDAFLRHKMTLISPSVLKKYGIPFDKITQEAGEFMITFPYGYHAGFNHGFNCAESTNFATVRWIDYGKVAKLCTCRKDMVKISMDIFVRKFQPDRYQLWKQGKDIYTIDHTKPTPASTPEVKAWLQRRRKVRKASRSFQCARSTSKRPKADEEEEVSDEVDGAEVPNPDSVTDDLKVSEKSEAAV
TPT1 inhibitor = C. albicans TPT1 enzyme inhibition; recombinant caTPT1, FP RNA substrate dephosphorylation; inhibition, % at 5 µM; 300,000 compounds, 0.81% hits; AID 1962;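 active = inhibition above the mean of all tested compounds plus 3 SD, set per screening campaign, cut at about 24% in these data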;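 note: plate controls were DMSO alone for no effect and ferristatin control at 100 nM for full effect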
Active calls of the source: *; . = no result given; & = joins results of further samples.

Values run as follows: proCasp3 act, procasp7 counter, Efflux pump inh, PP1 inh, Fh CTSL1 inh, TPT1 inhibitor, PP5 inh, HCV core dimer, GASC-1 inh
(1) CC(=O)NCC(=O)NNC1CC(=O)N(c2cccc(Cl)c2)C1=O (configuration not stated)
    -14.9, 1.8, 0.2, -4.6, 3.1, -1.4, -1.6, -0.3, 2.8
(2) O=C(CN1CCN(S(=O)(=O)c2ccc(F)cc2)CC1)Nc1cc(C(F)(F)F)ccc1Cl
    2.5, -6.6, 0.2, 0.7, -2.2, -5.3, 5.0, 7.2, 2.6
(3) COc1ccc(N(CC(=O)Nc2ccccc2C(=O)NCc2ccco2)S(C)(=O)=O)cc1
    -5.4, -21.9, 0.0, -0.9, -1.9, 2.2, 4.7, -0.9, 22.4
(4) O=C(Nc1ccccc1Cl)N1CCN(c2ccccn2)CC1
    -2.2, 3.0, 0.0, -1.8, -0.2, 2.9, -0.3, -1.1, -1.2
(5) Cc1ccc(C)c(N(CC(=O)NC2CCCC2)C(=O)c2oc(C(C)(C)C)cc2C)c1
    -2.0, 2.7, -0.1, 6.9, 5.3, -0.8, 1.9, -2.4, 42.5
(6) O=C(NC1CCCCCC1)c1cccc(S(=O)(=O)N2CCOCC2)c1
    8.1, -3.9, -0.1, ., ., ., ., ., -14.2
(7) Cc1c(CN2CCN(c3cccc(C(F)(F)F)c3)CC2)c(=O)n(-c2ccccc2)n1C
    9.1, 4.9, 0.0, -4.7, -2.8, -7.5, -0.2, -1.4, -11.5
(8) O=C(CCC(=O)N1CCN(S(=O)(=O)c2ccc3ccccc3c2)CC1)NCC(F)(F)F
    -1.0, 1.7, 0.0, -2.8, 0.4, 3.1, -0.5, 5.6, -13.0
(9) CCCCn1c(N)c(N(CC(C)C)C(=O)c2oc3ccc(Br)cc3c2C)c(=O)[nH]c1=O
    -10.1, -1.8, 0.0, -0.7, 5.0, -1.2, -0.7, 10.2, -34.9
(10) Cn1c(=O)c(Sc2ccccc2)c(O)c2ccccc21
    -0.2, 0.7, 0.0, -1.3, -2.3, -0.7, -0.8, 0.9, 12.3
(11) COc1cc(OC)c(OC)cc1CN1CCN(Cc2cccc(F)c2)CC1
    -1.4, 3.8, 0.0, -0.4, 2.6, -0.3, -0.8, 5.7, -2.9
(12) O=C1CCN(C(=S)NCc2ccccc2)CC1
    1.0, 7.1, -0.1, -5.3, 0.2, -1.5, 1.8, -2.0, -6.6
(13) O=C1C=C(c2ccc(C(=O)O)cc2)C[C@@H](c2ccc(F)cc2)C1
    8.0, 12.3, -0.4, ., ., ., ., ., 3.5
(14) CC(C)OCCCNc1ncc2c(n1)CC(c1ccccc1)CC2=O (configuration not stated)
    -6.4, -1.2, 0.1, -2.5, 1.3, -0.2, 5.2, 10.4, 2.3
(15) COc1ccc(NC(C)=O)cc1NC(=O)c1ccc2ccccc2c1
    -3.1, -0.1, -0.2, -0.9, -0.9, -3.4, 1.6, -2.1, -1.5
(16) Cc1cccc(CN(CC(=O)N/N=C/c2ccco2)S(=O)(=O)c2ccc(Cl)cc2)c1
    3.6, 3.1, -0.1, 1.5, 2.2, 0.7, 4.7, 28.9, 0.9
(17) CC(C)(C)c1nc(SCC(=O)Nc2ccc3c(c2)OCCO3)c2ccccc2n1
    2.2, 2.5, -0.1, -1.5, 2.2, -1.6, 2.3, 8.7, -2.4
(18) CC1=C/C(=N\NC(=O)c2ccc(O)cc2)CC1
    10.1, 10.7, -0.1, -3.3, 0.4, -2.8, 2.1, 2.3, 13.5
(19) C=CCn1c(SCC(=O)Nc2ccc(NC(=O)c3ccco3)c(OC)c2)nnc1-c1ccncc1
    0.8, -1.2, -0.1, 1.1, 2.0, 2.4, 5.2, 4.3, -14.1&-4.4
(20) O=S1OCCN1c1ccccc1 (configuration not stated)
    -5.5, 2.1, 0.1, 2.6, -9.3, 1.9, -2.2, -4.5, .
(21) COc1ccccc1N1CCN(C(=O)CSc2nnc3c4ccccc4nc(Cc4ccccc4)n23)CC1
    -3.6, -4.9, 0.2, -4.2, -0.4, 1.1, 1.3, 1.9, -2.6
(22) CCOC(=O)Cn1nc(C)n(-c2ccc(Br)cc2)c1=O
    13.9, 4.6, -0.1, 3.0, -0.1, -1.8, 0.7, 1.1, 1.8
(23) Cc1cc(OCC(=O)N(C)Cc2ccccc2)cc(C)c1Cl
    -5.7, 17.7, -0.1, 1.9, 1.7, 0.1, 2.2, 7.9, -3.7
(24) Cc1ccc(CN2CCC(n3nccc3NC(=O)CCCc3ccccc3)CC2)o1
    -5.0, -5.1, 1.2, -5.5, 0.1, 4.8, 2.8, 0.5, -4.8
(25) CCOc1ccc(C(C)=O)cc1N1C(=O)C2C3C=CC(C3)C2C1=O (configuration not stated)
    0.7, 5.6, 0.0, -1.1, 1.6, -0.1, 2.1, -2.4, 20.3
(26) Cc1cc(C)cc(C(=O)Nc2ccc(NC(=O)c3cccs3)cc2)c1
    0.7, -1.2, -0.2, 1.4, -1.2, 0.7, 1.9, 19.7, 10.6
(27) COCCNC(=O)C(OC(=O)c1ccco1)c1ccccc1F (configuration not stated)
    5.9, 10.4, 0.0, -1.7, -50.0, 0.8, -2.3, -1.4, -7.7
(28) CCN(CC)CCCNC(=O)CCC(=O)Nc1ccc2nc(N3CCC(C)CC3)cc(C)c2c1
    18.6, 15.1, -0.1, -5.8, 2.5, 1.4, 0.6, -2.9, -1.4
(29) Cc1nc2cc(N3CCCCC3)c(NC(=O)c3ccncc3)cc2c(=O)n1Cc1ccc(Cl)cc1
    0.6, 6.7, 0.3, -4.7, 1.9, -2.1, 0.7, 9.8, -6.4
(30) Cn1c(=O)oc2cc(S(=O)(=O)Nc3ccc(F)cc3)ccc21
    7.0, 15.0, -0.2, -0.9, -0.5, -1.8, 3.2, -1.3, .
(31) Cc1ccc(O)c(C(=O)c2cnc3onc(-c4ccc(F)cc4)c3c2)c1
    -10.4, -5.8, 4.3, 0.7, 2.9, 1.3, 1.9, 7.4, -5.3
(32) CC(=O)Nc1ccc(-n2nnnc2SCC(=O)NC2CCCC2)cc1
    9.9, 0.1, -0.1, -2.8, -4.1, 0.2, -0.9, 8.9, 2.9
(33) COc1ccccc1C1NC(c2ccccc2OC)C(C)C(=O)C1C (configuration not stated)
    -1.0, -2.3, 0.0, -2.1, 5.5, -0.8, -0.7, -1.6, -2.4
(34) O=C(CSc1ccccn1)NC1CCCC1
    -1.4, 13.7, 0.0, -1.7, 7.9, 1.9, 0.6, -4.5, 0.1
(35) COc1ccccc1CN1C(=O)C(=O)N(Cc2cccc(C)c2)C1=O
    -1.7, -4.3, 0.1, -0.7, -0.5, -5.4, 1.3, 3.1, 36.5
(36) COc1ccc(C(C)NC(=O)CCc2ccccc2)cc1 (configuration not stated)
    5.4, 15.1, 0.0, -1.1, -2.5, 0.0, -1.5, 10.7, 20.5
(37) COc1ccc(N(C)C(=O)Cc2c(C(=O)O)[nH]c3ccccc23)cc1
    5.9, 6.7, -0.1, -1.6, -2.9, 0.5, 2.1, -4.6, 28.6
(38) N#CCCN1CCN(S(=O)(=O)c2ccc(S(=O)(=O)N3CCOCC3)cc2)CC1
    7.0, 7.6, 0.3, -8.8, -3.3, -3.1, 4.3, -4.0, -8.3
(39) CCc1ccc(NC(=O)C(=O)NCC2CCCN2S(=O)(=O)c2ccccc2)cc1 (configuration not stated)
    -5.0, 1.7, 0.0, -0.2, 1.4, -2.0, 0.6, 0.8, -3.6
(40) CCC(C)(C(=O)NC1CCCCC1)N(C(=O)C1CCC(=O)N1)c1ccccc1 (configuration not stated)
    -4.8, 7.9, -0.2, -3.1, 2.6, 0.9, 1.2, -2.2, -9.1
(41) Cc1[nH]nc(SCC(=O)NC(C)c2ccccc2)c1[N+](=O)[O-] (configuration not stated)
    3.6, -8.5, -0.3, -0.3, -0.4, -1.7, 0.5, -6.7, -2.9
(42) Cc1ccc(/C=C2/Sc3ccc(C(=O)NCc4ccccn4)cc3NC2=O)cc1
    2.4, -3.5, -0.1, 3.0, 1.8, 20.7, 3.2, 21.4, -1.8
(43) COc1ccc(NC(=O)CN(C)C(=O)c2ccc(N3CCCCCC3)c([N+](=O)[O-])c2)cc1
    -1.6, -13.9, 0.2, -1.5, -5.0, 2.9, 2.5, 5.3, -3.9
(44) CSc1nc(C)c2c(n1)N(c1cccc(C)c1)CC2
    3.3, 12.2, 0.0, -1.0, -1.8, 2.8, 4.7, 3.5, -6.6
(45) O=C(CN1C(=O)C2C3C=CC(C3)C2C1=O)NCCC1=CCCCC1 (configuration not stated)
    -5.2, -1.0, -0.1, -2.9, -2.7, 2.6, -0.4, -1.2, 9.1
(46) COc1ccc(OC)c(C2=Nn3c(nnc3-c3ccncc3)SC2)c1
    2.5, 25.4, -0.2, -1.1, -1.8, -1.1, -0.2, -1.3, 6.0
(47) CC1=C(C(=O)OCc2ccc3c(c2)OCO3)C(c2cccc([N+](=O)[O-])c2)NC(=O)N1 (configuration not stated)
    -7.2, 7.4, 0.3, 4.8, -5.4, -1.2, -0.8, 9.8, 4.1
(48) O=C(c1ccc(Cl)cc1)c1c[nH]c(C(=O)C(Cl)(Cl)Cl)c1
    -4.0, -3.7, 0.1, 0.3, 0.9, -2.9, 1.3, 0.3, 6.8
(49) O=C(O)/C(=C\C(=O)c1ccccc1)Nc1ccccc1
    -2.8, -10.8, 0.0, 0.6, -1.3, 0.8, 0.7, 1.9, 11.4
(50) Cc1nn(-c2ccc(F)cc2)c(Cl)c1/C=C/C(=O)OCC(=O)Nc1c(F)c(F)c(F)c(F)c1F
    2.9, -1.8, 0.3, -4.0, 2.4, 0.0, 2.1, 3.4, -3.7

Outcome played no part in choosing rows; 2.9% or so of the library scored in one or more.
